ASM inhibitor: blocks human secretory acid sphingomyelinase; AID 504937; hit rate 0.006% among 340,000; Potency, µM (highest dose often 57.5 µM), for the others: at the highest dose activity change, negative = inhibition, hits mostly inhibitors; placental ASM, HMU-PC fluorogenic substrate, 60 min; also: potency is read from the fitted curve at half-maximal effect
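Steps: dispense placental human ASM, pin compound, wait 10 min at room temperature, add HMU-PC0 substrate at 9 uM final, incubate 60 min at 37 °C, add stop solution raising pH to 10, read fluorescence.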
TSG101-PTAP inh: blocks PTAP/TSG101 interaction to inhibit HIV-1 budding. Q99816. Fluorescence polarization, FITC-PTAP peptide / Tsg101 binding. Potency, µM (titrated, usually from 115 µM), inactives show at the top dose activity change, negative = inhibition, actives largely listed as inhibitors. 340,000 tested, under 10 active; active = well fitted inhibition curve with a large enough effect in the main read-out, with a control signal flat, not every such curve was filed as active; inconclusive = small, poorly fitted or top-dose-only effect, or effect the other way, or a change in a side signal; inactive = no such curve, though single readings can be large or run the other way; also: potency is read from the fitted curve at half-maximal effect; % of control where 0% means no effect
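FP read-out: FITC-PTAP peptide, 50 nM final, binding Tsg101 binding domain, 10 uM final; 20 min, r.t.; 10 mM HEPES pH 7.5, 0.15 M NaCl, 0.01% Tween 20, 3 mM EDTA, 0.1 mM TCEP.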
TCR activator: activators of T cell receptors; primary human leukocytes, anti-CD3, IL-2 HTRF, 48 h; Potency, µM (titrated, usually from 9.22 µM), without a hit: at the highest dose activation of IL-2 secretion, most hits filed as activators; 330,000 tested, under 10 active; also: % of control where 0% means no effect
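TCR engagement came from a-CD3 beads alone, with compounds added to primary human leukocytes for 48 hr. Secreted IL-2 bridged europium cryptate- and d2-labelled anti-IL-2 antibodies, giving FRET emission at 665nm after 320nm excitation.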
Eya2 phos inh: Eya2 (human) phosphatase inhibition; recombinant Eya2, OMFP fluorescence dephosphorylation (OMFP is methylfluorescein phosphate); hit rate 0.006% among 330,000; O00167; Potency, µM (doses to about 76.9 µM), inactives show at the top dose activity, negative = inhibition, actives largely listed as inhibitors; also: potency is read from the fitted curve at half-maximal effect; % is scaled to controls: 0 for no effect and ±100 for the full control effect
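Eya2 protein (added as 0.2 uM solution) was preincubated with compound for 10 min at ambient temperature in 50 mM HEPES pH 7.5, 50 mM NaCl, 5 uM MgCl2, 0.05% BSA, 1 mM DTT. OMFP (added at 50 uM) then reacted 10 min; fluorescence read at 485/525 nm.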
ELG1 repair inh: inhibitors of ELG1-dependent DNA repair in HEK293T cells. Potency, µM (titrated, usually from 46.1 µM), for inactives: at the top dose activity change, negative = inhibition, actives largely listed as inhibitors. hit rate 2.3% among 330,000. AID 504467. HEK293T ELG1-luciferase reporter, luminescence, 16 h; DNA damage induced by 5-fluorouridine; also: potency is read from the fitted curve at half-maximal effect; % is scaled to controls: 0 for no effect and ±100 for the full control effect; nearly all actives have a fitted effect of over 55% in size
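Luminescence from the luciferase reporter, measured 30 min after ONE-Glo reagent at room temperature, was the read-out. Beforehand, 2,000 cells per well were exposed for 16 hr at 37 °C to 5-fluorouridine together with compound or vehicle.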
AT treatment: potential ataxia-telangiectasia treatments restoring KAP-1 phosphorylation. Potency, µM (titrated, usually from 57.5 µM), for the others: top-dose activation, usual class: activators. AID 485349. hit rate 0.19% among 320,000. […] A-T fibroblasts, KAP-1 phosphorylation AlphaLISA; neocarzinostatin DNA damage 30 min before lysis; also: potency is read from the fitted curve at half-maximal effect; % of control where 0% means no effect; nearly all actives have a fitted effect of over 45% in size
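hTERT-immortalized A-T patient fibroblasts ([…]), 500 cells/well in OPTI-MEM, 1% FBS, got compounds for 60 min, then NCS for 30 min at 37C. Lysates were then assayed for phospho-KAP-1 by AlphaLISA (anti-pKAP1 donor, anti-KAP1 acceptor beads), 6 hr at 25C.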
Chronic BCR inh: blocks chronic active B-cell receptor signaling | hit rate 0.05% among 340,000 | Potency, µM (titrated, usually from 46.1 µM), without a hit: at the highest dose ratio change, negative = lower green/red ratio, actives largely listed as inhibitors | ABC-DLBCL IkBa-CBG/CBR reporter, luminescence ratio, 4 h; active = well fitted inhibition curve with a large enough effect in the signal ratio, with a control signal flat, not every such curve was filed as active; inconclusive = small, poorly fitted or top-dose-only effect, or effect the other way, or a change in a side signal; the % refers to the signal ratio;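 also: potency is read from the fitted curve at half-maximal effect; plate controls were basal doxycycline-induced cells for no effect and cells given 10 µM MG132 for full effect; MG132 reads +100%, hits lower the ratio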
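Compounds up to 46 uM were incubated four hours with TMD8 cells whose green CBG68 luciferase is fused to IkappaBalpha; red CBR luminescence normalised the signal, and concentration-effect curves were fitted to fusion, red and ratio data.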
a7 integrin act: integrin-mediated muscular dystrophy alleviation activation; alpha7betagal myoblasts, beta-gal FDG fluorescence, 48 h; Potency, µM (titrated, usually from 38.3 µM), for the others: top-dose activation, most hits filed as activators; hit rate 0.064% among 350,000; AID 624291;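 also: potency is read from the fitted curve at half-maximal effect; 100% = response of the positive control SU9516; nearly all actives have a fitted effect of over 60% in size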
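Alpha7betagal+/- myoblasts (passage 13) were plated 16-24 hr, then exposed to compounds (1:260 dilution of DMSO stock) for 48 hours at 37C. After MPER lysis, β-galactosidase reporter activity was read as FDG fluorescence (ex 480/em 540) after 30 minutes.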
TSHR antagonist: human thyrotropin receptor antagonism; TSHR-expressing cells, TSH-stimulated cAMP HTRF, 2 h; stronger effect = lower value; activity change, negative = inhibition, % at 11.5 µM; hit rate 0.2% among 330,000; AID 504810;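 active = activity change below a set negative limit, meaning inhibition stronger than a set level, cut at about -70% in these data; inconclusive = activity change between two set negative limits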; also: % is scaled to controls: 0 for no effect and ±100 for the full control effect
Target sequence (P16473 whole entry, looked up): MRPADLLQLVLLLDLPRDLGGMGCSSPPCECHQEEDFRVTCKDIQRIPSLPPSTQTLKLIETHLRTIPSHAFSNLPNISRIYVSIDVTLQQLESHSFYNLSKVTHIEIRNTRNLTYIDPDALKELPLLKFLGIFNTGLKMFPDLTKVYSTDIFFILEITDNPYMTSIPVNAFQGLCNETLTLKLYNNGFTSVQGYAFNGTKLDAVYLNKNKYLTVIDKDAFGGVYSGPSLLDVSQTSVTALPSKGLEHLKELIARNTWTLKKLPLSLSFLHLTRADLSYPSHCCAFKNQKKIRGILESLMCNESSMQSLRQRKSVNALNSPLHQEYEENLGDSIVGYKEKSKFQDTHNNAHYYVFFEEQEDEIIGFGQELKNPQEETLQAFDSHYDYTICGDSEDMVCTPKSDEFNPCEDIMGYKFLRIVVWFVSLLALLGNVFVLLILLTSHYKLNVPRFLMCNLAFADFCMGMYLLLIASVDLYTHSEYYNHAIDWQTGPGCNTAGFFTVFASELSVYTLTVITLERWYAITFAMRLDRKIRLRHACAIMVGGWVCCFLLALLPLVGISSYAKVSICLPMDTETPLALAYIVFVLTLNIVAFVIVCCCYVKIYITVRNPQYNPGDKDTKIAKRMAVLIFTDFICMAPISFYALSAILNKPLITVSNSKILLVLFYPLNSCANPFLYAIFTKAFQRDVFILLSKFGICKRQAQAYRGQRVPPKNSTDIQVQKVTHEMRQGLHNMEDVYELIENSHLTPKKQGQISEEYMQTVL
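Inhibition of cAMP made by TSHR-expressing cells under TSH stimulation (4nM final, EC80; 2 h, 37 deg C) is quantified with a one-step lysis HTRF kit, anti-cAMP cryptate versus cAMP-d2.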
Tb PFK inh: inhibitors of T. brucei phosphofructokinase; O15648; T. brucei PFK, ADP-Glo luminescence; Potency, µM (doses to about 57.5 µM), without a hit: at the top dose activity, negative = inhibition, hits mostly inhibitors; hit rate 0.17% among 330,000;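 also: potency is read from the fitted curve at half-maximal effect; 0% = uninhibited 1x PFK enzyme wells and -100% = no-enzyme wells; nearly all actives have a fitted effect of over 60% in size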
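Compounds were pin-transferred as a titration series up to 57 uM into substrate buffer (0.5 mM F6P, 0.1 mM ATP, pH 8.0), then 1.25 nM PFK was added and reactions ran 45 min before ADP-Glo detection.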
Mito fusion yeast: inhibitors of mitochondrial division or activators of mitochondrial fusion | Potency, µM (series often up to 46.1 µM), without a hit: top-dose growth rescue (activation), usual class: activators | hit rate 0.23% among 320,000 | S. cerevisiae fusion-defective mutant growth rescue, CellTiterGlo 48 h;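 also: potency is read from the fitted curve at half-maximal effect; % of control where 0% means no effect; nearly all actives have a fitted effect of over 45% in size; temperature-sensitive fusion mutants such as fzo1-1 at 37 °C on non-fermentable ethanol glycerol medium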
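Compounds are tested for their ability to restore growth of mitochondrial fusion-defective yeast strains at non-permissive 37C in YPEG medium over 48 hours. Viability is quantified by luciferase luminescence.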
An asterisk follows results filed as active; i = inactive; u = inconclusive; x = not tested or not shown; [ ] = remark or other dose. Unless noted, calls follow the shape of the dose curve; as a rule, active = well fitted curve in the direction sought with a large enough effect; inconclusive = small, poorly fitted or top-dose-only effect, or another doubt; inactive = no such curve, though single readings can be large; an effect the other way counts as inactive or inconclusive.

SMILES	ASM inhibitor	TSG101-PTAP inh	TCR activator	Eya2 phos inh	ELG1 repair inh	AT treatment	Chronic BCR inh	a7 integrin act	TSHR antagonist	Tb PFK inh	Mito fusion yeast
CC1CN(S(=O)(=O)c2cc(C(=O)N(C)Cc3cccs3)ccc2Cl)CC(C)O1 (configuration not stated)	1%	0%	0%	-1%	-29%	3%	-1%	10%	0	-6%	x
COc1ccc(NC(=O)CSc2nc(N)c(C#N)cc2C#N)cc1	-1%	2%	x	-6%	0%	-4%	-5%	17%	73	0%	-3%
CC1CCCN(S(=O)(=O)c2ccc(NC(=O)C3CC(=O)N(C(C)(C)C)C3)cc2)C1 (configuration not stated)	4%	0%	5%	-14%	12%	1%	0%	u	7	0%	0%
COc1ccc(CCNC(=O)C(C(=O)c2ccccc2)n2cc(Cl)ccc2=O)cc1OC (configuration not stated)	-1%	-1%	-4%[46.1 µM]	-16%	10%	7%	0%	16%	-3	9%	-4%
O=S1(=O)CC=C(CSC(=S)NC2CCS(=O)(=O)C2)C1 (configuration not stated)	3%	-4%	0%	0%	-1%	7%	-5%	-44%	-1	1%	4%
Cc1nc2ccccc2c2oc(C(=O)N3CCCC(C)C3)cc12 (configuration not stated)	3%	-1%	2%	-4%	-7%	7%	u	3%	-11	-13%	7%
CN1OC2C(=O)N(c3ccccc3)C(=O)C2C1c1ccc(F)cc1 (configuration not stated)	3%	x	x	9%	22%	2%	u	11%	12	2%	-4%
O=C(Cc1ccccc1[N+](=O)[O-])NC1CC1	-1%	-4%	-5%	2%	-14%	-1%	0%	-7%	-28	1%	-2%
COc1ccc(CCNC(=O)CSc2nc3ccccc3c3nc(CCN4CCCCC4)nn23)cc1OC	2%	-5%	-3%	15%	14%	3%	9%	-3%	-2	-4%	-8%
COc1ccc(Cl)cc1C(=O)O/N=C(\N)c1ccncc1	4%	-5%	5%	-18%	8%	-8%	u	-3%	2	7%	-4%
C=CCN1C(=O)C(C(C)CC)NC1=S (configuration not stated)	-1%	-4%	-26%	-1%	-5%	20%	1%	-16%	2	-8%	-5%
O=C(NC1CCCCC1)C(c1ccc(F)cc1)N(Cc1ccco1)C(=O)CN1C(=O)c2ccccc2S1(=O)=O (configuration not stated)	-2%	-2%	1%[46.1 µM]	-3%	14%	-5%	0%	11%	-2	-1%	4%
COc1ccc(CNC(=O)CCCN2C(=O)NC3(CCCC3)C2=O)cc1	0%	-2%	x	14%	3%	-3%	0%	24%	-8	-9%	-1%
O=C(COC(=O)C1=NNC(=O)CC1)NCCc1ccccc1	7%	-2%	2%	2%	19%	5%	1%	-12%	-4	6%	-3%
O=[N+]([O-])c1cc(CSC2=NCCN2)ccc1O	2%	-11%	3%	u	-6%	-2%	0%	0%	-6	0%	-4%

The list goes on, overlapping the part above by six compounds.
SMILES	ASM inhibitor	TSG101-PTAP inh	TCR activator	Eya2 phos inh	ELG1 repair inh	AT treatment	Chronic BCR inh	a7 integrin act	TSHR antagonist	Tb PFK inh	Mito fusion yeast
COc1ccc(Cl)cc1C(=O)O/N=C(\N)c1ccncc1	4%	-5%	5%	-18%	8%	-8%	u	-3%	2	7%	-4%
C=CCN1C(=O)C(C(C)CC)NC1=S (configuration not stated)	-1%	-4%	-26%	-1%	-5%	20%	1%	-16%	2	-8%	-5%
O=C(NC1CCCCC1)C(c1ccc(F)cc1)N(Cc1ccco1)C(=O)CN1C(=O)c2ccccc2S1(=O)=O (configuration not stated)	-2%	-2%	1%[46.1 µM]	-3%	14%	-5%	0%	11%	-2	-1%	4%
COc1ccc(CNC(=O)CCCN2C(=O)NC3(CCCC3)C2=O)cc1	0%	-2%	x	14%	3%	-3%	0%	24%	-8	-9%	-1%
O=C(COC(=O)C1=NNC(=O)CC1)NCCc1ccccc1	7%	-2%	2%	2%	19%	5%	1%	-12%	-4	6%	-3%
O=[N+]([O-])c1cc(CSC2=NCCN2)ccc1O	2%	-11%	3%	u	-6%	-2%	0%	0%	-6	0%	-4%
CCOC(=O)Cn1c(-c2ccccc2)nc2ccccc2c1=O	-3%	-2%	0%	3%	-6%	2%	4%	-2%	21	-2%	-2%
O=C(O)CS(=O)CC(=O)NCc1cccc(C(F)(F)F)c1 (configuration not stated)	0%	-1%	-3%	-7%	1%	2%	1%	10%	13	-19%	-4%
CC(Sc1nnc(Cc2cccs2)n1C)C(=O)Nc1ccc(C(N)=O)cc1 (configuration not stated)	3%	-2%	-6%	-3%	14%	4%	u	9%	-2	-3%	-2%
Cc1c(NC(=O)/C=C/c2cn(-c3ccccc3)nc2-c2ccccc2)c(=O)n(-c2ccccc2)n1C	-1%	-3%	1%	3%	u	-1%	-4%	-7%	-9	-4%[0.46 µM]	0%
COc1ccc(-c2cc(C(F)(F)F)n3nc(N)nc3n2)cc1	i	-7%	4%	-4%	0%	8%	u	13%[7.66 µM]	3	-2%	-1%
O=C(Nc1ccccc1-c1nc2ccccc2s1)C1=COCCO1	-7%	2%	-11%[46.1 µM]	-27%	u	25%	2%	17%	-5	4%	5%
CCOC(=O)c1cnc(SC)nc1Nc1cccc2ccccc12	-6%	-11%	-3%[46.1 µM]	-9%	-28%	16%	-10%	7%	-14	2%	4%
Cc1ccccc1-n1c(=O)cc(N2CC(C)OC(C)C2)[nH]c1=O (configuration not stated)	0%	-5%	0%	-3%	10%	10%	2%	-1%	1	-13%	-1%
Cc1ccc(N2CC(C(=O)Nc3cc(C)on3)CC2=O)c(C)c1 (configuration not stated)	0%	-2%	-4%	-5%	17%	-5%	-2%	-13%	4	-2%	-15%
CC[C@H](C)[C@@H](C(=O)N1CCNCC1)n1cc([C@@H](N)CO)nn1	4%	-3%	-4%	6%	14%	1%	2%	13%	-2	0%	-2%
CCN(CC(=O)Nc1sc2c(c1C#N)CCCC2)Cc1nc2ccccc2c(=O)[nH]1	0%	-2%	6%	-7%	15µM*	2%	-1%	-34%	6	9%	8%
Cc1cc(NS(=O)(=O)c2ccc(NC(=O)/C=C/c3ccccc3)cc2)nc(C)n1	-3%	1%	7%	-2%	3%	3%	0%	-22%	-10	0%	x
O=C(Cn1ccc([N+](=O)[O-])n1)N1CCCCCC1	6%	-3%	-1%	4%	8%	-2%	-3%	-4%	8	1%	0%
CC1Cc2ccccc2N1C(=O)Cn1nnc(-c2ccccc2NC(=O)C2CCC2)n1 (configuration not stated)	-10%	-9%	-9%[46.1 µM]	-24%	23µM*	8%	1%	-1%	-14	0%	28%
C=CCc1cccc(/C=N/NC(=O)C[n+]2ccccc2)c1O	0%	-2%	-1%	2%	u	3%	0%	-19%	0	2%	-32%
COC(=O)c1ccc(=O)n(CC(=O)c2ccc(Cl)cc2)c1	2%	0%	-6%	-21%	17%	-2%	6%	u	4	2%	1%
COc1ccc(CNc2ccc3c(c2)nc(C)n3C)cc1	-1%	-1%	8%	-11%[15.4 µM]	u	8%	-2%	-15%	-6	7%	-3%
CCc1ccc(N(C(=O)c2csnn2)C(C(=O)NC2CCCCC2)c2ccncc2)cc1 (configuration not stated)	-1%	-1%	9%	-15%	-7%	-3%	5%	-15%	-6	11%	-3%
O=C(NNC(=O)c1nn(-c2ccc(F)cc2)ccc1=O)c1ccc(Cl)cc1	1%	-4%	9%	-6%	-26%	10%	-25%	-10%	28	-23%	-4%
O=C(c1ccc(Cl)cc1)c1ccccc1C(=O)N1CCOCC1	4%	-4%	x	-2%	-2%	3%	-2%	10%	0	-3%	-1%

Outcome played no part in choosing rows (roughly 3.2% active in at least one column).
